# Screening data: PubChem BioAssay, several laboratories
# hDAT+cocaine – modulates human dopamine transporter uptake under cocaine | Q01959 | LLC-PK1 hDAT cells, [14C]-dopamine uptake with cocaine IC80; actives deviate in either direction | B-score at 10 µM | 1.3% of 110,000 active;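 active = Z score or B-score, a plate-position-corrected score, falls beyond the plate's 99.7% confidence bounds, in either direction; inactive = both scores lie inside the 99.7% bounds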;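 note: scored against the spread of the other compound wells on the same plate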
# VCAM1 TNFa inh – reduces TNF alpha induced VCAM1 expression in HUVEC; HUVEC TNFa-induced VCAM-1 immunofluorescence, high-content imaging; inhibition, % at 2 µM; 0.48% of 95,000 active;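 active = inhibition above the batch mean plus 3 SD, with images confirmed as a hit by eye, cut at about 37% in these data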;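 note: 0% = TNF-stimulated DMSO wells and 100% = unstimulated control wells; not every result past the cut was called active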
# Calb biofilm kill – kills Candida albicans biofilms; AID 834; 0.14% of 85,000 active; C. albicans biofilm + clotrimazole, Alamar Blue; inhibition, % at 6 µM;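 active = inhibition above 20%; inactive = inhibition below 20%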;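 note: preformed 24 hr biofilms exposed to compound for 48 hr; 0% = biofilm without compound and 100% = blank killed by clotrimazole plus chlorhexidine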
# Smad3 inh – blocks human Smad3 binding to FoxH1 peptide; AID 630; inhibition, % at 25 µM; P84022; 0.29% of 88,000 active; TR-FRET Smad3/Dy647-FoxH1 peptide binding, europium anti-His;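 active = compounds that reduce the energy-transfer binding signal between the protein and its labelled peptide by more than half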;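 note: 0% = Smad3 plus labelled peptide maximal FRET and 100% = peptide-only background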
# TNFa cytotox – HUVEC cytotoxicity counter-screen, TNF alpha stimulated; HUVEC TNFalpha-stimulated, Hoechst cell count, imaging; cell count reduction, % at 2 µM; 0.17% of 93,000 active; AID 848;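 active = cell count reduction exceeding the screen mean by over 5 SD, scaled to untreated wells per plate, cut at about 78% in these data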;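 note: cells counted after 24 h of TNF alpha exposure following the 1 h pretreatment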
# LYP inh 2 – LYP (human) phosphatase inhibition | Q9Y2R2 | inhibition, % at 2 µM | recombinant LYP catalytic domain, DiFMUP fluorescence | 0.21% of 96,000 active | AID 640;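 active = inhibition at 2 µM at or above a set limit, the screen mean plus 3 SD, cut at about 24% in these data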;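 note: 0% = DMSO with enzyme and 100% = enzyme fully blocked by orthovanadate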
# Target sequence (Q9Y2R2 whole entry, looked up, the tested form may be a part): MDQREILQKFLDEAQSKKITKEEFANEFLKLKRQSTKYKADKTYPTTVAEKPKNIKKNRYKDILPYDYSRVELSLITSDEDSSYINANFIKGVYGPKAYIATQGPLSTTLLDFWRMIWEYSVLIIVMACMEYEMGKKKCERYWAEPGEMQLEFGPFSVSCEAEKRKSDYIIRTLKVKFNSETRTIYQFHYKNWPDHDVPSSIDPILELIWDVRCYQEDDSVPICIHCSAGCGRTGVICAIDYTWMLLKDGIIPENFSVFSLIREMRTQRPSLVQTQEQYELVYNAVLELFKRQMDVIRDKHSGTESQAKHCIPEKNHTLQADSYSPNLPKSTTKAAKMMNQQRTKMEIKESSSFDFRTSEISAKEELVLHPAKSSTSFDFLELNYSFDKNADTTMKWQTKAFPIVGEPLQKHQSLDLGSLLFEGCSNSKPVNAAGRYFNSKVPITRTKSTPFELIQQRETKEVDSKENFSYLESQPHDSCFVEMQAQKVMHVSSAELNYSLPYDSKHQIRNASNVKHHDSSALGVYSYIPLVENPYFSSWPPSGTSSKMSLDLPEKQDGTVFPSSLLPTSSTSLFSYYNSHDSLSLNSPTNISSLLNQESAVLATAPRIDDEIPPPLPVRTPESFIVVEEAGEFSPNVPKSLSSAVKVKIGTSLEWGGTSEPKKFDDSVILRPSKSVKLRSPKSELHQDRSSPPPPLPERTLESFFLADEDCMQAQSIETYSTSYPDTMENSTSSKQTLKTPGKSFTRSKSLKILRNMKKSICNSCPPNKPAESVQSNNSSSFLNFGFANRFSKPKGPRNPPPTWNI
# cytoskel mod – alters cytoskeleton assembly in HUVEC cells | inhibition, % at 2 µM | 0.18% of 91,000 active | AID 836 | HUVEC TNFa F-actin phalloidin imaging, high content;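 active = inhibition above the batch mean plus 3 SD and confirmed as a hit by visual image inspection, cut at about 30% in these data, passing the limit was not always enough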; note: strong numbers were not always called active
# HUVEC tox IL1B – HUVEC cytotoxicity counter-screen, IL-1B stimulated | HUVEC cell count loss, Hoechst imaging | cell count reduction, % at 2 µM | 0.41% of 94,000 active | AID 845;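 active = cell count reduction more than 3 SD above the screen-wide mean, cut at about 70% in these data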;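 note: normalized per plate to untreated control cells as the no-loss baseline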
# MT1-MMP txn act – MT1-MMP promoter transcription activation | HT1080 MT1-MMP promoter luciferase reporter, luminescence, overnight; stronger effect = higher value | AID 750 | 0.16% of 86,000 active | activation factor at 10 µM;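 active = activation factor of at least 2 for MT1-MMP transcription at 10 µM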
# Active calls of the source: *; . = not tested or not shown; [ ] = another dose, or the depositor's remark. An excerpt. The share of hits here may be higher or lower than overall.
no.	canonical_smiles	hDAT+cocaine	VCAM1 TNFa inh	Calb biofilm kill	Smad3 inh	TNFa cytotox	LYP inh 2	cytoskel mod	HUVEC tox IL1B	MT1-MMP txn act
1	CCOc1ccc(N(CC(=O)NC2CCCC(C)C2C)S(=O)(=O)c2c(C)noc2C)cc1 (stereo unspecified)	-0.72	.	-1.0	-14.6	.	.	.	.	1.1
2	O=C(NCCOC(=O)c1ccccc1C(=O)OCCNC(=O)c1cccnc1)c1cccnc1	-0.285	2.0	4.1	3.1	3.8	8.4	.	1.6	1.1
3	CCn1c(C)csc1=NC(=O)c1ccccc1	1.44	-3.1	.	.	0.0	9.2	-21.6	14.0	1.2
4	Cc1occc1C(=O)n1nnc2ccccc21	0.0684	10.6	-0.8	-6.9	3.0	-4.7	-7.0	-24.3	1.1
5	Cn1c(NCc2cccs2)nc2ccccc21	1.48	4.7	7.7	-2.2	-20.7	4.3	20.9	-14.2	1.6
6	O=C(c1ccc2c(c1)OCO2)[C@@H]1[C@@H]2C(=O)N(C3CCCCC3)C(=O)[C@@H]2C2c3ccccc3C=CN21 (stereo partly specified)	-0.195	11.1	7.6	4.8	-13.0	5.6	-7.2	-23.8	1
7	C=CCn1c(SC(C)C(=O)NCc2ccc3c(c2)OCO3)nnc1C1CCCCC1 (stereo unspecified)	-0.9	.	8.5	-1.0[fluorescence artefact?]	.	.	.	.	1.1
8	CCN(C(=O)c1cc2ccccc2oc1=O)c1cccc(C)c1	-0.846	4.3	6.3	-0.8	-13.7	-9.9	-5.3	0.0	1.2
9	O=C(Nc1nnc(-c2cccs2)o1)c1ccco1	-0.944	14.0	2.4	1.5	-15.3	-7.1	10.2	-3.7	1.1
10	CCCCC(=O)N1CCCC(C(=O)OCC)C1 (stereo unspecified)	0.00127	-6.0	-0.5	-6.3	-25.0	1.8	-7.5	-4.4	1.1
11	COC(=O)c1[nH]c(C)c(/C(O)=C2\C(=O)C(=O)N(CCN(C)C)C2c2ccc(C)o2)c1C (stereo unspecified)	-0.869	5.4	0.0	-11.2	-8.1	2.3	-24.6	-48.1	1.2
12	COC(=O)c1ccc(Cc2ccccc2)o1	-0.526	-12.2	4.5	6.4	-13.6	-1.8	5.6	24.5	.
13	CN(Cc1ccccc1)C(=O)N[C@@H](Cc1ccccc1)C(=O)O	-1.46	.	11.7	15.3[fluorescence artefact?]	.	.	.	.	1.2
14	O=C(NCCN1CCOCC1)c1cnn2c(-c3ccccc3)cc(-c3ccccc3)nc12	0.233	-20.6	.	.	-19.0	2.5	7.7	20.7	.
15	CCOCC(=O)Nc1nc2ccc(C)cc2s1	-0.00214	-0.3	7.6	-2.1	-22.6	-9.3	-14.0	-1.0	0.7
16	COc1ccc(C2=NOC(Cn3c(Cc4ccc(Cl)cc4)nc4c3c(=O)n(C)c(=O)n4C)C2)cc1 (stereo unspecified)	0.0364	5.2	5.2	5.0	-17.9	-18.2	1.3	16.8	1.1
17	COc1ccccc1N1CCN(C(=O)c2sc3nc(-c4ccccc4)cn3c2C)CC1	1.36	-0.8	7.5	5.6	-15.7	1.3	-5.3	-16.8	1.2
18	O=C1c2ccccc2S(=O)(=O)N1CC1CC(c2ccccc2)=NO1 (stereo unspecified)	1.12	-38.2	-2.2	-8.2	-32.3	-9.9	-7.7	-11.5	1.8
19	O=C(O)CCCCCN1C(=O)c2ccc(C(=O)O)cc2C1=O	-1.32	9.3	6.9	3.4[fluorescence artefact?]	-24.6	-8.9	31.3	-29.0	1.2
20	C=CCn1c(C(C)NC(=O)COC)nc2ccccc21 (stereo unspecified)	2.25	.	5.2	-2.0[fluorescence artefact?]	.	.	.	.	1
21	Cn1c(C(=O)N2CCC(C(=O)N3CCOCC3)CC2)cc2sccc21	0.668	.	-4.0	8.3	.	.	.	.	1
22	CCn1c(SCC(=O)c2ccc3c(c2)OCCO3)nnc1-c1ccco1	-0.679	-0.3	7.8	-7.7	-0.4	5.0	4.2	22.0	1
23	CCN(CC)CCSc1nc(O)c(-c2ccccc2)c(=O)[nH]1	-0.00798	.	3.1	-15.7	.	.	.	.	1.2
24	CC(C)(C)c1ccc(S(=O)(=O)N2C=CC(C(F)(F)F)=NCC2)cc1	0.454	5.7	9.8	6.7	-14.6	0.8	1.5	-35.7	.
25	Cc1csc(C(C#N)C(=O)c2cc3ccccc3o2)n1 (stereo unspecified)	-0.646	-19.6	6.9	1.6	-12.7	0.9	.	-48.8	1.2

# 3 structures out of the list, ordered by formula weight, falling.
no.	canonical_smiles	hDAT+cocaine	VCAM1 TNFa inh	Calb biofilm kill	Smad3 inh	TNFa cytotox	LYP inh 2	cytoskel mod	HUVEC tox IL1B	MT1-MMP txn act
11	COC(=O)c1[nH]c(C)c(/C(O)=C2\C(=O)C(=O)N(CCN(C)C)C2c2ccc(C)o2)c1C (stereo unspecified)	-0.869	5.4	0.0	-11.2	-8.1	2.3	-24.6	-48.1	1.2
22	CCn1c(SCC(=O)c2ccc3c(c2)OCCO3)nnc1-c1ccco1	-0.679	-0.3	7.8	-7.7	-0.4	5.0	4.2	22.0	1
9	O=C(Nc1nnc(-c2cccs2)o1)c1ccco1	-0.944	14.0	2.4	1.5	-15.3	-7.1	10.2	-3.7	1.1

# Next section.
no.	canonical_smiles	hDAT+cocaine	VCAM1 TNFa inh	Calb biofilm kill	Smad3 inh	TNFa cytotox	LYP inh 2	cytoskel mod	HUVEC tox IL1B	MT1-MMP txn act
26	CSc1ncccc1C(=O)OCn1nnc2ccccc2c1=O	-0.00822	-3.5	-1.1	-2.2	7.2	5.6	-1.2	26.1	1.1
27	Cc1cccc(/C=c2\s/c(=C\C(=O)C(C)(C)C)[nH]c2=O)c1	-0.353	8.1	8.4	-1.6	-6.0	10.6	2.7	4.1	1
28	N#CNC1=NCN(Cc2ccccc2)CN1	-0.271	-3.5	-1.0	5.6	-29.3	7.9	18.6	-33.9	1
29	Cc1cccnc1NC(=O)Nc1ccc(F)cc1	0.0929	-15.4	9.3	-7.7	-12.5	-1.7	37.5	-14.0	1.2
30	COc1ccc(C(=S)N2CCN(C)CC2)cc1Br	-0.918	-37.5	1.4	-1.9	8.4	5.3	24.6	-8.6	1.2
31	N#Cc1nc(COc2ccc(-c3ccccc3)cc2)oc1NCCCN1CCOCC1	1.87	-24.1	.	-3.3	-29.9	1.8	9.9	-3.2	1
32	Cn1c(=NC(=O)CCl)sc2ccccc21	-0.391	6.6	11.1	-1.3	-24.7	-2.3	-8.1	19.4	0.1
33	COc1cc(OC)c(NC(=O)c2c(-c3ccccc3)noc2C)cc1Cl	-2.2	19.9	3.4	15.9	-20.2	-12.6	-15.4	18.1	1.1
34	C=CCN=C(NC#N)SCC(=O)NCc1ccccc1	-0.439	13.0	5.0	18.3	-17.2	1.9	-17.7	-11.9	0.9
35	O=CN1CCN(C2CC(=O)N(c3ccc4c(c3)OCO4)C2=O)CC1 (stereo unspecified)	-0.336	7.4	6.4	-2.5	2.3	1.1	-8.8	-8.6	1
36	CC(=O)c1ccc(N2CCN(C(=O)c3cc(C)on3)CC2)cc1	0.1	9.4	4.5	-13.1	-2.9	-1.7	15.0	-35.9	1.2
37	CCOC(=O)c1ccccc1NC(=O)Cc1ccccc1OC	0.189	1.4	2.5	-3.5	13.7	6.4	-15.3	36.6	1.1
38	CCn1nc(C)c(/C=N\NC(=O)c2ccc3c(c2)OCO3)c1C	0.708	-0.4	.	.	-25.5	1.9	4.7	-27.3	.
39	Cc1nnc(-c2cccc(Br)c2)c2cn(-c3ccccc3Cl)nc12	0.0266	-11.2	.	.	20.4	10.1	1.1	21.1	.
40	COc1ccc(/C=N/NS(=O)(=O)c2ccccc2)cc1OS(=O)(=O)c1ccccc1	0.726	-5.6	.	.	-11.8	5.6	8.4	21.9	.
41	COc1cc(C(=O)Nc2ccc(-c3nnc(-c4ccco4)o3)cc2)cc(OC)c1OC	0.0746	1.1	-1.8	-2.7	3.7	5.8	11.5	2.2	1
42	Cc1ccsc1C(=O)N(c1nc2ccccc2s1)c1c(C)cccc1C	-0.0227	-1.6	0.1	-0.9	2.6	-9.3	-19.5	-1.6	1
43	CC(C)C(=O)NCCn1ccc2ccccc21	0.292	6.9	-4.7	-16.9	-1.4	-2.6	.	7.2	1.1
44	N#CC(C(=O)NCc1ccccc1)c1nc2ccccc2nc1N1CCCC1 (stereo unspecified)	0.346	31.2	.	.	-3.3	-5.7	13.2	10.1	1
45	O=C(Nc1cccc(C(=O)N2CCCC2)c1)c1ccccc1	0.57	17.0	6.4	-0.3	7.1	-1.9	-2.9	-25.5	1.2
46	COc1ccc(Cl)cc1S(=O)(=O)N1CCN(C)CC1	-0.704	4.0	4.1	4.6	-6.7	-6.8	-8.9	4.3	1.1
47	CC(C)C(OC(=O)c1nsc(Cl)c1Cl)C(=O)NCc1ccc2c(c1)OCO2 (stereo unspecified)	-0.0212	-32.8	.	.	.	-1.0	7.6	85.7*	.
48	CCn1c(SCC(=O)N/N=C/c2ccc(C)o2)nnc1-c1ccccc1	1.39	-16.1	.	.	16.2	7.6	-13.9	15.2	.
49	O=C(NCc1ccc(F)cc1)c1cnn2ccccc12	-0.453	4.3	10.1	4.4	-6.8	-1.7	0.2	8.4	.
50	COc1ccc(CCNC(=O)C2CCN(S(=O)(=O)c3ccc(Cl)cc3)CC2)cc1OC	-0.449	-0.4	4.8	1.3	-21.5	-6.2	6.8	-26.7	1.3

# As entered above.
# Reading for compound 36 in TNFa cytotox: -2.9
# Reading for compound 47 in cytoskel mod: 7.6

# Next structures.
no.	canonical_smiles	hDAT+cocaine	VCAM1 TNFa inh	Calb biofilm kill	Smad3 inh	TNFa cytotox	LYP inh 2	cytoskel mod	HUVEC tox IL1B	MT1-MMP txn act
51	CCC(Sc1nc(C)cc(=O)[nH]1)C(=O)Nc1nc(-c2ccccc2)cs1 (stereo unspecified)	1.61	3.9	-2.0	3.5	-26.7	1.3	-14.9	7.6	1.2
52	CCOc1ccc(C2CC(c3ccc(Br)cc3)Nc3nc(N)nn32)cc1 (stereo unspecified)	.	24.9	4.4	-1.6	-6.2	-2.5	11.7	-24.9	1.2
53	CC(CC(=O)Nc1ccncc1)c1ccccc1 (stereo unspecified)	-0.142	12.6	8.2	-12.7	-19.3	-4.6	9.6	-5.8	1.1
54	O=C(O)C1CC(=O)n2c(nc3ccccc32)S1 (stereo unspecified)	-1.08	10.1	5.5	-1.4	-3.6	-1.6	12.2	-30.6	1.1
55	COCCNC(=O)c1ccccc1NC(=O)c1ccc(OC)c(OC)c1	-0.492	.	9.2	-4.2	.	.	.	.	1.3
56	C=CCn1c(SCC(=O)N2CCOCC2)nc(O)c(Cc2ccccc2)c1=O	-0.425	3.7	6.4	7.4	-11.6	4.6	9.1	13.0	1.1
57	O=C(c1ccc(S(=O)(=O)N2CCOCC2)cc1)N1CCN(c2ccc(F)cc2)CC1	-0.0499	15.6	3.7	6.5	-4.9	7.6	-7.9	-10.1	1.1
58	COc1ccc(CNC(=O)c2csnn2)cc1	0.0271	2.3	5.1	6.0	-30.3	-15.2	-1.5	-18.1	1.1

# Structural class, those above with a COOH group (three)
no.	canonical_smiles	hDAT+cocaine	VCAM1 TNFa inh	Calb biofilm kill	Smad3 inh	TNFa cytotox	LYP inh 2	cytoskel mod	HUVEC tox IL1B	MT1-MMP txn act
13	CN(Cc1ccccc1)C(=O)N[C@@H](Cc1ccccc1)C(=O)O	-1.46	.	11.7	15.3[fluorescence artefact?]	.	.	.	.	1.2
19	O=C(O)CCCCCN1C(=O)c2ccc(C(=O)O)cc2C1=O	-1.32	9.3	6.9	3.4[fluorescence artefact?]	-24.6	-8.9	31.3	-29.0	1.2
54	O=C(O)C1CC(=O)n2c(nc3ccccc32)S1 (stereo unspecified)	-1.08	10.1	5.5	-1.4	-3.6	-1.6	12.2	-30.6	1.1
